M. tuberculosis GlmU: inhibition of mycobacterial GlmU enzyme – biochemical, glucosamine-1-phosphate acetyltransferase (AID 1376). M. tuberculosis GlmU acetyltransferase enzyme assay; higher % means a stronger effect. inhibition, %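 (tested at 30 µM in the primary screen)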, or IC50 in µM where a hit was titrated. 220,000 tested, 0.25% active; in the data active means inhibition above about 13%; inconclusive means no clear call, values can overlap the other calls;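 further: 0% = complete reaction with vehicle and 100% = reaction without substrate; strong numbers were not always called active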
RmlCD inh 1536: inhibitors of Mycobacterium tuberculosis RmlC and RmlD coupled enzymes | inhibition, % at 3.6 µM | RmlC+RmlD coupled enzyme assay, percent inhibition; primary screen in compound mixtures | 160,000 tested, 0.03% active; in the data active means inhibition mostly above about 34%, no sharp cut-off; inconclusive means no clear call, values can overlap the other calls; inactive means mostly below about 22%; further: some results filed as inactive read as strong as hits
Target sequence (P9WH09 whole entry, looked up): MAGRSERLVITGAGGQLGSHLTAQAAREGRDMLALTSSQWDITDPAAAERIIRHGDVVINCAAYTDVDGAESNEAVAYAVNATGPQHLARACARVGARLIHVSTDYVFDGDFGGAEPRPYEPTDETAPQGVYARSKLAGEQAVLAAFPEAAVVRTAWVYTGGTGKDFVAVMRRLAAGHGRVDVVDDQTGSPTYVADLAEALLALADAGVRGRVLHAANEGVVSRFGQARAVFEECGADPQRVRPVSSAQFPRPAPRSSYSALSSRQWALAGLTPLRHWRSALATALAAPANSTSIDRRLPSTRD
Target sequence (P9WH11 whole entry, looked up): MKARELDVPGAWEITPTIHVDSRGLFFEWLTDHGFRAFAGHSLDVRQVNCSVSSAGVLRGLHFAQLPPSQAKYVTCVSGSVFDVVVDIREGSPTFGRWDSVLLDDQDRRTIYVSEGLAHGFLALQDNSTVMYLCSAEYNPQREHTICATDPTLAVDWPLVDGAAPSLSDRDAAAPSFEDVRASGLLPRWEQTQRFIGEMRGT
* = called active by the depositor; u = inconclusive; x = not tested or not shown. An excerpt (hit frequency here may not be typical).

SMILES	M. tuberculosis GlmU	RmlCD inh 1536
C/C(=N\OC(=O)c1ccc(OC(C)C)cc1)c1ccc(C)c(C)c1	-0.4%	1
O=C(Nc1ccccc1N1CCCC1)c1ccc2c(c1)OCO2	1.6%	1
CCOC(=O)C1=C(SCC(=O)Nc2ccccc2)NC(=O)C(C#N)C12CCCCC2 (stereo not drawn)	0.6%	x
COCc1cc(C)nc(OCC(=O)N/N=C/c2ccco2)c1C#N	6.0%	23
CCOc1cc(C)c(Cl)cc1S(=O)(=O)NCc1ccco1	-1.2%	5
O=C(OCC(=O)N1CCN(C(=O)c2ccco2)CC1)c1ccc(S(=O)(=O)N2CCCCC2)cc1	3.7%	x
C=CCn1c(C)cc(C(=O)Cn2nc(C(=O)O)c3ccccc3c2=O)c1C	-3.0%	2
CCC1CCCCN1C(=O)CSc1nnc(-c2c[nH]c3ccccc23)o1 (stereo not drawn)	1.6%	x
CCCCC(=O)Nc1nc2ccc(C(=O)OC)cc2s1	3.4%	2
CCC(C)c1ccccc1NC(=O)COC(=O)c1ccc(N2CCCC2)c([N+](=O)[O-])c1 (stereo not drawn)	-1.9%	4
CCN1C(=O)/C(=C2\SC(=S)N(NC(=O)c3ccccc3O)C2=O)c2ccccc21	-1.6%	x
CCc1c(C)sc2nc3c(C(=O)N4CCOCC4)cc(C(=O)c4ccccc4O)cn3c(=O)c12	-1.6%	-9
COC(=O)CCc1sc(Nc2ccc(Br)cc2)nc1-c1ccc(OC)cc1	-2.9%	2
O=C(CSCCc1ccccn1)Nc1cccnc1	-1.0%	0
Cc1ccc(CSc2ncccc2C(=O)O)cc1	11%	x

Continued; it opens with the 4 that closed the last part.
SMILES	M. tuberculosis GlmU	RmlCD inh 1536
CCc1c(C)sc2nc3c(C(=O)N4CCOCC4)cc(C(=O)c4ccccc4O)cn3c(=O)c12	-1.6%	-9
COC(=O)CCc1sc(Nc2ccc(Br)cc2)nc1-c1ccc(OC)cc1	-2.9%	2
O=C(CSCCc1ccccn1)Nc1cccnc1	-1.0%	0
Cc1ccc(CSc2ncccc2C(=O)O)cc1	11%	x
Cc1ccc(NC(=O)c2ccc(OC(=O)COc3ccc(Cl)cc3C)cc2)cc1	-1.9%	1
CCOCCCNC(=O)CCCOc1ccccc1	0.8%	-10
O=C(c1ccc(F)cc1)N1C2CCC1CC(O)(c1ccc(F)cc1)C2 (stereo not drawn)	0.1%	23
C/C(=N\NC(=O)c1cccc(C)c1)c1cccc(NC(=O)c2ccco2)c1	21%*	x
Cc1ccc(C2CC(C(F)(F)F)n3nc(C(=O)NCCN4CCOCC4)cc3N2)cc1 (stereo not drawn)	5.5%	7
CCOc1ccc(-n2nc3c(=O)[nH]nc(C)c3c2C)cc1	3.2%	-7
Cc1cnnn1-c1cccc([N+](=O)[O-])c1	0.1%	x
COc1ccc(N/C=C/C(=O)c2ccc(Oc3ncccn3)cc2)cc1	-0.1%	6
CCC(C)NC(=O)CSc1nc2ccccc2c(=O)n1Cc1ccc(OC)cc1 (stereo not drawn)	0.1%	u
CC(C)(C)OC(=O)N/N=C/c1ccc(C(=O)O)cc1	-0.7%	-3
COc1cccc(-n2ccnc2SCC(=O)N2CCc3ccccc32)c1	6.6%	-5
NC(=O)COc1cccc2cccnc12	2.7%	-12
Cc1ccccc1OCCSCc1nc2ccccc2[nH]1	-7.1%	5
O=C(N=Nc1c(O)[nH]c2ccccc12)c1cccc(S(=O)(=O)N2CCCCC2)c1	1.2%	4
c1ccc(CNCCc2ccc3c(c2)OCO3)nc1	-6.1%	x
Cc1ccccc1-c1nn(-c2ccc(F)cc2F)cc1CNCC(C)O (stereo not drawn)	7.1%	-6
COc1ccccc1NC(=O)CCNC(=O)Cn1ccc2ccccc2c1=O	3.0%	-5
O=C(NCc1ccccc1)c1cccc(F)c1F	-1.4%	-11
CCCS(=O)(=O)N1CCC(C(=O)NCCC(C)C)CC1	-0.5%	5
COc1cc([N+](=O)[O-])ccc1N=Nc1c(N)[nH]n(-c2ccccc2)c1=O	-1.9%	9
COC1(C)CC2C(CC1OC(=O)c1cc([N+](=O)[O-])cc([N+](=O)[O-])c1)C2(C)C (stereo not drawn)	-0.9%	-12
FC(F)(F)c1cnc(Oc2ccccc2-c2nnco2)c(Cl)c1	1.6%	x
Cc1cc(N(CN2CCCC2=O)C(=O)c2ccccc2)no1	1.8%	x
Cc1cc2nc(=O)c(/C=C3\C=Nc4ccccc43)c(N)n2o1	-5.4%	-6
CCCCC(=O)Nc1cc(OCC)c(NC(=S)NC)cc1OCC	-0.4%	-6
Cc1ccc(NC(=S)NCC2CCN(C(C)c3ccccc3)C2)cc1 (stereo not drawn)	-2.4%	56
COc1ccc2cc(CCNC(=O)C3CC3)c(=O)[nH]c2c1	x	57
COc1ccc(-c2cc(C(F)(F)F)nc(-n3ccnc3)n2)cc1	-1.2%	5
COc1ccc(C(c2nnnn2Cc2ccc(F)cc2)N2CCN(c3ccc(OC)cc3)CC2)cc1 (stereo not drawn)	1.5%	-3
O=C(COC(=O)c1ccc(O)cc1)Nc1ccc(N2CCCCC2)cc1	-6.2%	x
CCOc1ccc(N/C=C\C(=O)c2ccc3c(c2)OCO3)cc1	-5.3%	x
COc1ccc(Cn2c3ccc(OC)cc3c3nc4ccccc4nc32)cc1	-0.5%	7
COc1ccc(NC(=O)C2CCCN(S(=O)(=O)c3cccc4cccnc34)C2)c(OC)c1 (stereo not drawn)	0.5%	x
Cc1cccc2cc(-c3nc4c(C)cccn4c3NCc3ccco3)c(=O)[nH]c12	-0.5%	x
CSc1ccccc1NC(=O)CN(c1cccc(C)c1)S(C)(=O)=O	-2.2%	-7
Cc1ccc(C(CC(=O)NCc2ccco2)c2ccccc2)c(O)c1 (stereo not drawn)	2.3%	11
COc1ccc(Cc2noc(CN3CCN(c4ccc(Cl)cn4)CC3)n2)cc1OC	-4.8%	-4
Cc1c(Cl)cccc1NC(=O)CC1Sc2ccccc2NC1=O (stereo not drawn)	1.4%	9
NC(=O)CSc1ccc(Br)cc1	3.0%	x
CSc1nc(=O)n2cccc(C)c2n1	-3.9%	97
Cc1nn(-c2ccccc2)c(-c2ccccc2[N+](=O)[O-])c1C(=O)O	0.4%	-11
O=c1/c(=C/c2ccc([N+](=O)[O-])cc2)sc2n1CCCN=2	1.1%	x
CCn1nc(C)c(Br)c1-c1nc(-c2cccc(C)c2)no1	-1.4%	-1
O=C(NCc1cccnc1)NC1(c2ccccc2)CC1	-1.3%	9
CCOC(=O)C1(c2ccccc2)CCN(CC(=O)Nc2ccc(C)cc2)CC1	0.7%	-3

Continued; it opens with the 2 that closed the last part.
SMILES	M. tuberculosis GlmU	RmlCD inh 1536
O=C(NCc1cccnc1)NC1(c2ccccc2)CC1	-1.3%	9
CCOC(=O)C1(c2ccccc2)CCN(CC(=O)Nc2ccc(C)cc2)CC1	0.7%	-3
O=C(NCC(c1cccs1)N1CCOCC1)c1cc(-c2ccc(F)cc2)nc2ccccc12 (stereo not drawn)	0.0%	-6
COc1ccc(CCNC(=O)c2ccccc2SC)cc1	1.1%	u
CC(C)(C)n1nnnc1C(c1cc2cc3c(cc2[nH]c1=O)OCCO3)N1CCSCC1 (stereo not drawn)	-3.8%	11
COC(=O)c1ccc(NC(C(=O)OC)C(C)C)c([N+](=O)[O-])c1 (stereo not drawn)	0.9%	-10
CCOC(=O)c1cnc2c([N+](=O)[O-])cnn2c1C	0.9%	3
C/C(=N\NC(N)=S)c1ccncc1	1.2%	-5
CCC1CCc2c(sc3nc(SCC(=O)NCc4ccco4)n(-c4ccccc4)c(=O)c23)C1 (stereo not drawn)	0.7%	x
CCOc1cccc(/C=N/NS(=O)(=O)c2ccc(C)c([N+](=O)[O-])c2)c1O	6.8%	-10
O=C(c1cccc([N+](=O)[O-])c1)c1ccc2c(c1)OCCOCCOCCO2	-3.1%	14
O=c1c2oc3nc4c(cc3c2ncn1CCCc1ccccc1)CCCC4	4.7%	x
CN(CC(=O)O)Cc1nc2ccccc2[nH]1	0.9%	x
CCCCn1c(CCC(=O)O)ccc1-c1cccs1	-0.7%	-8
C=Cc1c(C)c2cc3[nH]c(cc4nc(cc5nc(cc1[nH]2)C(C)=C5CCC(=O)O)C(CCC(=O)O)=C4C)c(C)c3C=C	10.0%	x
COC(=O)Nc1c(-c2ccccc2)nc2ccc(C)cn12	3.5%	-4
Cc1cccc(-n2ccnc2SCC(=O)Nc2nnc(C)s2)c1	6.4%	56

In a second layout: results already given
mol | M. tuberculosis GlmU | RmlCD inh 1536
O=C(c1cccc([N+](=O)[O-])c1)c1ccc2c(c1)OCCOCCOCCO2 | -3.1% | 14
O=c1c2oc3nc4c(cc3c2ncn1CCCc1ccccc1)CCCC4 | 4.7% | x
CN(CC(=O)O)Cc1nc2ccccc2[nH]1 | 0.9% | x
CCCCn1c(CCC(=O)O)ccc1-c1cccs1 | -0.7% | -8

New compounds follow:
SMILES	M. tuberculosis GlmU	RmlCD inh 1536
CCCCN1C(=O)C2C(C(=O)Nc3cccc(OC)c3)C3C=CC2(O3)C1C(=O)NC1CCCCC1C (stereo not drawn)	-4.2%	16
CCOC(=O)c1ccc(NC(=O)COc2cc3oc(=O)c(CC(C)O)c(C)c3cc2Cl)cc1 (stereo not drawn)	-3.3%	x
O=C(Nc1cccc(S(=O)(=O)NC2=NCCCCC2)c1)c1cc(-c2ccncc2)nc2ccccc12	2.7%	8
Cc1ccc(C)c(OCc2nc3ccc(S(=O)(=O)Nc4c(C)n(C)n(-c5ccccc5)c4=O)cc3[nH]2)c1	2.6%	-1
COc1ccc(CCNC(=O)CCCn2nc(C)c([N+](=O)[O-])c2C)cc1OC	0.3%	x
CN(CCc1ccccn1)C(=O)c1nn2c(C(F)(F)F)cc(-c3ccco3)nc2c1Cl	4.9%	3
CCN(CC)CCNC(=O)CCCCCn1c(=O)[nH]c2cc(C(=O)OC)ccc2c1=O	3.0%	2
COc1ccc(NC(=O)CCCn2c(=O)[nH]c3ccccc3c2=O)cc1	-1.4%	8
CCCCS(=O)(=O)Nc1ccc(C(=O)NCC2CCCO2)cc1 (stereo not drawn)	-4.7%	37
Cc1onc(-c2ccccc2Cl)c1C(=O)NCc1cccnc1	-5.2%	x
COc1ccc(C(=O)NC(=S)N2CCCc3ccccc32)cc1OC	-0.6%	-10
COc1ccccc1C1C(C(N)=O)=C(C)Nc2nc(-c3ccc(Cl)cc3)nn21 (stereo not drawn)	2.6%	4
Cc1c(C2=CCN(S(=O)(=O)c3ccc(Cl)cc3)CC2)c2ccccc2n1C	-1.1%	-10
C[N+]1(CCOc2ccc([N+](=O)[O-])cc2)CCOCC1	1.3%	-10
COc1ccc(N(CC(O)Cn2cnc3ccccc32)S(=O)(=O)c2ccc(C)cc2)cc1 (stereo not drawn)	-0.7%	9

Next section, starting with the last 3 of the part before.
SMILES	M. tuberculosis GlmU	RmlCD inh 1536
Cc1c(C2=CCN(S(=O)(=O)c3ccc(Cl)cc3)CC2)c2ccccc2n1C	-1.1%	-10
C[N+]1(CCOc2ccc([N+](=O)[O-])cc2)CCOCC1	1.3%	-10
COc1ccc(N(CC(O)Cn2cnc3ccccc32)S(=O)(=O)c2ccc(C)cc2)cc1 (stereo not drawn)	-0.7%	9
C=CCOC(=O)C1C(=O)CC(C)(O)C(C(=O)OCC=C)C1c1ccc(OC)cc1 (stereo not drawn)	-5.7%	x
O=C1Nc2c(c(=O)[nH]c(=O)n2-c2ccccc2)C1(Nc1ncccn1)C(F)(F)F (stereo not drawn)	-2.1%	-3
CCOC(=O)N1CCC(NC(=O)CSc2cc(=O)n(C)c3ccc(Cl)cc23)CC1	0.8%	x
Cc1cc(N2CCN(C(=O)c3ccco3)CC2)nc(-c2ccccc2)n1	1.9%	x
COc1cccc(-c2ccc(C#N)c(SCC(=O)NCCc3cccc(Cl)c3)n2)c1	3.4%	27
CC(C)=CC(=O)Nc1nnc(C(C)C)s1	1.5%	14
CCC(=O)NC(Nc1nc(C)cs1)(C(=O)OC)C(F)(F)F (stereo not drawn)	1.9%	x
O=C1NC(c2ccccc2)=NC1(Nc1ccccn1)C(F)(F)F (stereo not drawn)	3.4%	-11
CCN(CC#CCC(O)(c1ccccc1)c1ccccc1)C(C)C	-2.5%	x
C1CCN(c2nc3nonc3nc2N2CCCCC2)CC1	8.4%	x
COc1ccc(-n2c(C)nc3cc(C(=O)N4CCC5(CC4)OCCO5)ccc32)cc1	-0.6%	7
CCOC(=O)C1C(=O)OC(C)(C)C1C(C)C(=O)c1ccc(C)cc1C (stereo not drawn)	1.7%	-5
Cc1cc(C)cc(C(=O)N(NC(=O)Nc2ccc(Cl)cc2)C(C)(C)C)c1	1.3%	18
Cc1ccccc1NC(=O)CN1C(=O)CSc2ccccc21	-5.3%	7
COc1cc(OC)cc(C(=O)N2CCN(C(=O)c3ccc(-c4ccccc4)cc3)CC2)c1	-4.9%	-10
Cc1cc(N(CN2CCCC2=O)C(=O)c2ccc(F)cc2)no1	4.4%	-4
NC(=O)N/N=C/c1c(Sc2nnnn2-c2ccccc2)nc2ccccn2c1=O	2.3%	0
O=S(=O)(Nc1ccccn1)c1ccc(C(F)(F)F)cc1Cl	1.5%	-9
O=C(CSC1=NCCN1)Nc1cccc(C(F)(F)F)c1	-7.8%	-9
O=C(C1CCCO1)N1CCN(Cc2c(O)ccc3ccccc23)CC1 (stereo not drawn)	1.6%	8
CCOc1ccc(N(CC(=O)NC2CCCCC2)S(=O)(=O)c2c(C)noc2C)cc1	2.5%	-9
CCCc1nnc(NC(=O)CNc2ccc(F)cc2)s1	6.4%	-6
COc1ccc(-c2cc(C(=O)NN)[nH]n2)cc1OC	2.5%	4
CCCCN(C)C(=O)c1nc2ccccn2c1CN1CCN(c2ccccn2)CC1	3.7%	5
CCC(=O)N1CCCc2cc(S(=O)(=O)N3CCCc4ccccc43)ccc21	-0.4%	x

Source: PubChem (several laboratories)
